PriA SSB inh: inhibitors of Klebsiella pneumoniae PriA binding to SSB C-terminal tail, primary screen, biochemical, AlphaScreen; 430,000 tested, 0.6% active; PriA–SSB C-terminal tail interaction (Klebsiella pneumoniae); inhibition, % at 33 µM; AlphaScreen SSBct-PriA binding, biotinylated peptide; in the data active = inhibition mostly above about 37%, no sharp cut-off; inactive = mostly below about 20%;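 also: plate controls were negative control peptide for no effect and reference peptide for full effect; strong numbers were not always called active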
BioA inh: M. tuberculosis BioA enzyme inhibitors, primary screen, biochemical, plate reader, single point, HTS | 7,8-diaminopelargonic acid synthase BioA (Mycobacterium tuberculosis) | purified M. tuberculosis BioA enzyme | inhibition, % at 9.99 µM | 360,000 tested, 0.096% active | AID 602481, 2012; in the data active = inhibition above about 40%
GDH-TPI counter: GDH-TPI coupling enzyme inhibitors, primary screen, artefact control for M. tuberculosis FBA inhibitor project, biochemical, absorbance, full deck. GDH-TPI coupled enzyme counterscreen, NADH absorbance. inhibition, % at 4.8 µM. 360,000 tested, 1.2% active; in the data active = inhibition above about 30%;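 also: 0% = DMSO wells and 100% = wells lacking the enzyme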
VHR inh abs: VHR1 phosphatase inhibitors, primary screen, biochemical, absorbance, uHTS | Dual specificity protein phosphatase 3 (Homo sapiens), P51452 | recombinant VHR phosphatase, pNPP absorbance | inhibition, % at 13.3 µM | 290,000 tested, 0.52% active | AID 1654, 2009; in the data active = inhibition above about 50%; also: some compounds called inactive have numbers as strong as hits
Target sequence (P51452 whole entry, looked up): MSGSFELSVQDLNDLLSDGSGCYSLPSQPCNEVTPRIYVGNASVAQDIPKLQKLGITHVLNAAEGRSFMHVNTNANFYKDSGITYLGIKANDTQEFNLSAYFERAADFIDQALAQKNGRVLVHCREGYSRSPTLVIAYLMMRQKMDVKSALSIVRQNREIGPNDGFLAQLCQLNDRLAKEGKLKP
3CLpro inhibitor: SARS-CoV 3CLpro protease inhibitors, primary screen, biochemical, quenched FRET; Replicase polyprotein 1ab (Severe acute respiratory syndrome coronavirus), P0C6X7; 290,000 tested, 0.14% active; AID 1706, 2009; inhibition, % at 6 µM; recombinant SARS-CoV 3CLpro, quenched FRET peptide cleavage; in the data active = inhibition above about 12%
MazF activator: activators of E. coli MazEF toxin-antitoxin RNase, primary screen, biochemical, fluorescence, uHTS. FAM/BHQ RNA-DNA oligo cleavage fluorescence, 5 h. activation, % at 20 µM. AID 504720, 2011. 350,000 tested, 0.32% active; in the data active = activation above about 50%
Target sequence (P0AE70 whole entry, looked up): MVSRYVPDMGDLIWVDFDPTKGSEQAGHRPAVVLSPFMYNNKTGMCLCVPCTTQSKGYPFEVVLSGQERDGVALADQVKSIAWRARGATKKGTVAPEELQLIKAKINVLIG
Vc quorum ag: inducers of Vibrio cholerae quorum light production without autoinducers, primary screen, BH1578 luxS cqsA deficient, single point; V. cholerae BH1578 lux reporter, luminescence, 6 h; activation, % at 18.7 µM; 350,000 tested, 0.16% active; in the data active = activation mostly above about 9.7%, no sharp cut-off; also: not every result past the cut was called active; inactives centre near 0; reference of the scale not given here
Mtb UGM inh: M. tuberculosis UGM enzyme inhibitors, primary screen, biochemical, fluorescence polarization, single point. inhibition, % at 10 µM. 320,000 tested, 0.06% active. purified UGM, fluorescence polarization probe displacement. UDP-galactopyranose mutase (Mycobacterium tuberculosis (strain ATCC 25618 / H37Rv)), …; in the data active = inhibition above about 10%, passing the limit was not always enough
Rv3671c inh: Rv3671c serine protease inhibitors, primary screen, biochemical, fluorescence polarization, M. tuberculosis H37Rv; P9WHR9; inhibition, % at 5.96 µM; 320,000 tested, 0.048% active; AID 2606, 2010; in the data active = inhibition above about 38%;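 also: extracellular domain of Rv3671c used as enzyme; 0% = enzyme with DMSO and 100% = no enzyme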
Target sequence (P9WHR9 whole entry, looked up, the tested form may be a part): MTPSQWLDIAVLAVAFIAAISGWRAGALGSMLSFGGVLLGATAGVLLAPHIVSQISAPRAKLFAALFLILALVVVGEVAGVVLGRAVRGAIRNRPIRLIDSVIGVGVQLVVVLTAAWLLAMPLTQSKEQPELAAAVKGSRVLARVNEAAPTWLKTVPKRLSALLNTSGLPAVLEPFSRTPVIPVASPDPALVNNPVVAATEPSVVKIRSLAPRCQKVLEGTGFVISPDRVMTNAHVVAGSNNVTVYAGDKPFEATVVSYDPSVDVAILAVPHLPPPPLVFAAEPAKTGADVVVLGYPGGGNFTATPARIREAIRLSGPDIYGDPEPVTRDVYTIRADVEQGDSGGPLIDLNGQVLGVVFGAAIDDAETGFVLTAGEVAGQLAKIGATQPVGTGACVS
FBA Mtb inh: Mtb FBA enzyme inhibitors, primary screen, biochemical, fluorescence, strain H37Rv | Fructose-bisphosphate aldolase (Mycobacterium tuberculosis (strain ATCC 25618 / H37Rv)), … | purified M. tuberculosis FBA, fluorescence read-out | inhibition, % at 1 µM | 360,000 tested, 2.3% active | AID 588726, 2011; in the data active = inhibition above about 27%;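 also: 0% = vehicle and 100% = reference inhibitor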
Target sequence (P9WQA3 whole entry, looked up): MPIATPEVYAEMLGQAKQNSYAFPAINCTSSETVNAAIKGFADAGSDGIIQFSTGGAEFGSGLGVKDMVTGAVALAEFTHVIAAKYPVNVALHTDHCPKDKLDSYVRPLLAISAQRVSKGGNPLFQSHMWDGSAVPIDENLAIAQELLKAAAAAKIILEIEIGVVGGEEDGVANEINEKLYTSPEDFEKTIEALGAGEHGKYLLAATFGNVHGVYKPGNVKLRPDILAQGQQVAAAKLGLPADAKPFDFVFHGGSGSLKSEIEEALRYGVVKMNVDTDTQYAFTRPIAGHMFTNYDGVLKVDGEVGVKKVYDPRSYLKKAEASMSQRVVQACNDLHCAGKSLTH
The depositor's hits bear a star; i = inactive; / = no result given; & = joins results of further samples.

SMILES	PriA SSB inh	BioA inh	GDH-TPI counter	VHR inh abs	3CLpro inhibitor	MazF activator	Vc quorum ag	Mtb UGM inh	Rv3671c inh	FBA Mtb inh
COc1cc(NC(=O)CSc2ccc(-c3cccnc3)nn2)cc(OC)c1	7	-0.9	-1	18	3	6	-0.2	-0.9	4	6
CC(=O)c1c(C)[nH]c(C(=O)NC2CCSc3ccccc32)c1C (centres undefined)	45*	11	7	18	0	-8	i	1.5	-4	4
COc1cc(OC)c(OC)cc1/C=C1/C(=O)NC(=O)N(Cc2ccccc2)C1=O	-1	-0.3	11	20	0	-15	-0.7	-0.7	-3	9
CCCn1nc(NC(=O)C2CCCO2)c2cc3cc(C)ccc3nc21 (centres undefined)	-29	-0.2	-10	23	-4	-1	i	1.9	4	19
COc1ccc(N(CC(=O)N/N=C(\C)c2ccccc2)S(=O)(=O)c2ccccc2)cc1	/	-1.1	-1	24	-4	-6	i	-1.5	-1	2
Cc1ccc(NS(=O)(=O)c2cccc3cccnc23)c(Cl)c1	-15	0.3	3	13	2	5	i	0.2	-11	3
C[C@H](CO)N1C[C@H](C)[C@@H](CN(C)C(=O)Nc2ccc(C(F)(F)F)cc2)Oc2ccc(NC(=O)Cc3ccccc3)cc2C1=O	3	-1.8&0.7	6	/	/	3	-0.3	1.8	-9	-2
C/C(=C/c1oc2ccc(O)cc2c1[N+](=O)[O-])N(C)C	-10	0.7	17	8	-3	4	i	1.9	12	-1
O=C(CN1C(=O)C(=O)N(C2CCCC2)C1=O)Nc1ccc([N+](=O)[O-])cc1	-3	-2.5	10	/	/	-5	i	/	/	-2
CC(=O)c1cccc(NC(=O)NN2CCN(C)CC2)c1	-4	0.9	-5	19	2	6	i	-1.6	8	2
Cc1cc2occ(CC(=O)OCC(=O)Nc3sc4c(c3C#N)CCC(C)C4)c2cc1C (centres undefined)	-9	/	8	12	2	-3	-0.4	-1.7	-7	1
O=C(NCc1c(Cl)cccc1Cl)c1ccc2nnsc2c1	-13	-1.3	-20	-1	3	3	1.9	0.4	2	-4
Cc1ccc(NC(=O)CSc2ccc(-c3ccco3)nn2)c(C)c1	-3	0.0	2	10	4	-1	i	2.1	-6	2
Cc1c(Cl)cccc1NC(=S)NCC(c1cccnc1)N(C)C (centres undefined)	4	/	0	4	3	4	i	0.0	-5	-1
Fc1ccc(CSc2ncnc3nc[nH]c23)cc1	-12	-0.4	-12	32	-2	0	-0.3	1.1	-7	-2
O=C1c2ccccc2C2=Nc3ccccc3SC(c3ccc(Cl)cc3)C12 (centres undefined)	53*	/	-3	5	-1	14	-0.1	0.9	-10	-2
CCOc1ccc(OCc2ccc(C(=O)N3CCc4ccccc4C3)o2)cc1	-4	-0.4	2	21	1	-7	-0.4	1.4	-12	0
CN(C)C(=O)Oc1ccc2c(c1)O/C(=C\c1ccccc1)C2=O	3	-1.1	19	16	-9	10	i	0.1	-4	-1
CC(=O)c1cccc(NC(=O)/C=C/c2ccc(S(=O)(=O)N3CCOCC3)cc2)c1	13	1.5	3	/	/	-4	4.2	2.8	-21	2
CNc1nc(SCC(=O)Nc2ccc(Cl)c(Cl)c2)nc(N2CCOCC2)n1	3	-1.5	-1	27	-2	-12	0.3	-1.6	9	0
CN(C(=O)COC(=O)c1cc2ccccc2cc1O)c1ccccc1	3	5.2	-6	/	/	1	-3.0	0.4	-4	3
CC(C)(C)NS(=O)(=O)c1cnc(Cl)c(Cl)c1	0	/	9	33	1	-3	i	1.2	4	1
CCOC(=O)C1=C(N)Oc2cc(C)oc(=O)c2C1c1cccnc1 (centres undefined)	-8	0.7	14	7	3	-8	/	-4.0	9	1
COc1cc(-c2cc(C(=O)N3CCCCCC3)c3ccccc3n2)cc(OC)c1OC	-14	2.0	16	/	/	2	-2.9	/	/	1
CCCCN(C)S(=O)(=O)c1ccc(C(=O)Nc2nnc(-c3ccco3)o2)cc1	2	-0.2	10	-9	3	-3	i	0.7	-19	0
Further structures follow.
SMILES	PriA SSB inh	BioA inh	GDH-TPI counter	VHR inh abs	3CLpro inhibitor	MazF activator	Vc quorum ag	Mtb UGM inh	Rv3671c inh	FBA Mtb inh
COc1cc(S(=O)(=O)N(Cc2ccc(C)cc2)C2CCCCC2)ccc1-n1cnnn1	-7	-1.5	2	18	4	-10	i	-0.4	-19	-3
CCOCCCNC(=O)c1ccccc1SC	-8	-1.7	-4	8	5	-11	-0.6	1.9	-10	-1
CC(C)(C)CC(=O)NCCCCCCNC(=O)CC(C)(C)C	-14	/	5	-14	-1	3	-0.4	-0.6	4	-1
CCOc1ccc(CCNC(=O)CN2CCN(Cc3ccccc3C)C2=O)cc1OCC	2	2.5	-12	4	0	-6	i	/	5	-4
CC(C)c1cc(NCCCN2CCOCC2)n2c(nc3ccccc32)c1C#N	-9	1.0	6	8	2	-3	i	-0.2	-14	51*
COc1ccc(C(=O)CCC(=O)NCc2cc(OC)cc(OC)c2)cc1	2	-2.7	-3	7	-1	5	-0.4	1.8	-8	-3
Cc1ccc(OCCNC(=O)c2ccccc2N)cc1	-6	-0.7	2	14	-6	3	9.7	3.5	-4	49*
Cc1noc(C)c1NC(=O)N(C)C[C@H]1Oc2c(NC(=O)C3CCCCC3)cccc2C(=O)N([C@H](C)CO)C[C@@H]1C	-8	-1.8&1.2	0	/	/	13	5.8	-1.5	5	6
Cc1cc(C(=O)COC(=O)c2ccc(N)cc2)c(C)n1-c1c(C)n(C)n(-c2ccccc2)c1=O	-7	/	3	30	-2	0	-0.4	0.5	-7	-4
Cc1ccc(S(=O)(=O)CCC(=O)OCc2nc(N)nc(Nc3ccccc3C)n2)cc1	-2	0.2	-3	/	/	-2	i	0.9	-9	0
N#Cc1cccc(NCC(=O)Nc2ccc3c(c2)OCCO3)c1	4	0.5	0	18	1	9	i	-0.3	6	4
COc1ccc2[nH]c(=O)c(CN(CCO)C(=O)c3ccccc3F)cc2c1	-3	-1.6	4	2	-1	-1	/	-2.4	3	15
COc1ccc(NS(=O)(=O)c2cccc(C(=O)NNC(=O)c3ccc(O)c(Cl)c3)c2)cc1	9	-0.3	-6	/	/	-7	0.7	-1.7	-8	1
Cc1ccc(N2C(=O)N3[C@H](c4ccc(F)cc4)[C@@H]4C(=O)N(C5CCCCC5)C(=O)[C@@H]4[C@]3(Cc3ccccc3)C2=O)cc1	-3	-0.2	6	17	2	5	-0.3	-1.8	-13	-1
Cc1cccc(CC(=O)N2CCN=C2SCc2ccc([N+](=O)[O-])cc2)c1	-13	/	-1	-2	-2	-6	-0.2	0.0	1	3
Cc1cccc(NC(=O)CSc2ncnc3nc[nH]c23)c1	-5	2.4	3	24	-1	8	-0.7	-2.1	-2	2
CCCCC(NC(C)=O)c1nc2ccccc2[nH]1 (centres undefined)	0	-0.2	1	-10	-5	16	-0.1	2.2	-11	0
Cc1ccc2c(CN3CCN(Cc4ccccc4)CC3)cc(=O)oc2c1C	9	0.6	3	-4	-2	-8	i	1.4	0	1
O=C(CSc1nc2ccccc2c(=O)n1-c1ccccc1)N1CCCC1	-6	3.8	-4	15	-1	7	/	-1.0	-3	4
Cn1c(N2CCC(C(N)=O)CC2)nc2c1c(=O)n(Cc1ccc(Cl)cc1)c(=O)n2C	-8	12	4	-8	3	5	0.1	-0.8	0	0
COc1ccc(NC(=O)C(CC(C)C)NC(=O)c2ccccc2C)cn1 (centres undefined)	-7	-1.8	0	24	1	2	i	-0.3	5	-5
Cn1c(CO)nc2c3ccccc3ccc21	1	/	-1	/	/	1	-0.4	1.2	5	2
O=C(NCCCN1CCOCC1)Nc1ccc(Cc2ccc(NC(=O)NCCCN3CCOCC3)cc2)cc1	-19&6&-4	/	3	9	2	6	-0.2	-0.6	6	0
Cc1cccc(C)c1NC(=O)CN(C)CC(=O)N(C)CC(=O)Nc1ccccc1Br	-1	4.4	2	/	/	-5	i	-0.8	-2	-1
CCN(CC)C(=O)c1ccc2c(=O)n(Cc3ccc4c(c3)OCO4)c(=S)[nH]c2c1	-15	-0.2	7	10	0	13	-0.4	2.5	-17	3
More structures.
SMILES	PriA SSB inh	BioA inh	GDH-TPI counter	VHR inh abs	3CLpro inhibitor	MazF activator	Vc quorum ag	Mtb UGM inh	Rv3671c inh	FBA Mtb inh
Cc1c(O)cccc1C(=O)N[C@@H](CSc1ccccc1)[C@H](O)CN1C[C@H]2CCCC[C@H]2C[C@H]1C(=O)NC(C)(C)C	11	0.1&0.4	1&-3	17	-2	-4&-2	3.0&0.4	-1.3&-1.2	-13&-13	0&0
COc1ccc(-n2ncc3c(=O)n(CC(=O)Nc4ccc(S(=O)(=O)N5CCOCC5)cc4)cnc32)cc1	2	-1.7	-10	1	2	12	-1.4	0.5	3	-2
Cc1ccc(Oc2ccc(OCC(=O)Nc3ccncc3)cc2)cc1	/	0.0	6	/	/	/	-4.0	2.9	-7	-3
COc1ccc(/C=C2/SC(=O)N(CC(=O)Nc3cc(C)on3)C2=O)cc1OC	-9	0.3	8	10	0	0	-0.5	1.4	-11	2
COc1ccc(OC)c(NS(=O)(=O)c2ccc3[nH]c(=O)[nH]c3c2)c1	/	-2.5	4	/	/	-8	i	/	/	2
CSc1ncccc1C(=O)OCC(=O)NCc1cccs1	-9	2.0	14	/	/	8	-4.3	4.2	-2	4
CCN1CCN(C(c2cccs2)C(C)NC(=O)CC(C)C)CC1 (centres undefined)	-13	-1.9	8	12	1	0	i	-2.5	-6	-1
COc1ccc(N2C(=O)C(CC(=O)Nc3ccc(F)cc3)N(CCc3cccs3)C2=O)cc1 (centres undefined)	-6	/	4	5	1	12	-0.2	-0.8	-6	-3
O=C(CCN1C(=O)S/C(=C\c2ccc(F)cc2)C1=O)Nc1ccc(O)cc1C(=O)O	-5	0.2	43*	-9	5	-18	i	4.0	0	0
N#CC1(P(=O)(c2ccccc2)c2ccccc2)CCCC1	2	0.3	7	-7	9	9	i	1.4	81*	-1
C/C(=N\NC(=O)C(O)c1ccccc1)c1cccnc1 (centres undefined)	/	1.2	-4	19	-6	-1	i	-0.2	/	-3
CC1(C)Cc2nc(-c3ccccc3)nc(SCC(=O)N3CCCC3)c2CO1	-3	0.2	5	-4	3	8	0.9	-1.2	-1	-1
O=C(CSc1nc2ccsc2c(=O)n1Cc1ccccc1)NCC1CCCO1 (centres undefined)	1	/	4	43	-3	7	-1.6	-2.7	7	2
Cc1nn2c(C)nc3sc4c(c3c2nc1=O)CC(C)(C)OC4	0	-0.3	11	-3	-5	7	i	-5.3	-8	6

Compound profiles, from the list above:
Shown for COc1ccc(N2C(=O)C(CC(=O)Nc3ccc(F)cc3)N(CCc3cccs3)C2=O)cc1 (centres undefined) → PriA SSB inh = -6; BioA inh = /; GDH-TPI counter = 4; VHR inh abs = 5; 3CLpro inhibitor = 1; MazF activator = 12; Vc quorum ag = -0.2; Mtb UGM inh = -0.8; Rv3671c inh = -6; FBA Mtb inh = -3
Shown for Cc1ccc(Oc2ccc(OCC(=O)Nc3ccncc3)cc2)cc1 → PriA SSB inh = /; BioA inh = 0.0; GDH-TPI counter = 6; VHR inh abs = /; 3CLpro inhibitor = /; MazF activator = /; Vc quorum ag = -4.0; Mtb UGM inh = 2.9; Rv3671c inh = -7; FBA Mtb inh = -3

Bioassay records: PubChem, several laboratories

Not all compounds are listed. The share of hits here may be higher or lower than overall.
